# JMJD2C inh: inhibitors of GASC-1 histone demethylase, primary screen, biochemical, fluorescence, DELFIA europium | AID 2099, 2009 | GST-JMJD2C(1-420) H3K9me3 demethylation | 330,000 tested, 0.069% active | Lysine-specific demethylase 4C (Homo sapiens), Q9H3R0 | inhibition, % at 2.35 µM;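 active means more than half of a compound's replicate wells show inhibition beyond 50%, single wells judged on their own value; inconclusive means some, but no more than half, of replicates pass 50% inhibition; inactive means no replicate passes 50% inhibition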;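 further: signal counts dimethyl H3K9 product captured on neutravidin plate; 0% = median of DMSO wells and 100% = 0.3 times that DMSO median; strong numbers were not always called active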
# LAP4 TOR yeast: modulators of LAP4-GFP expression in yeast, primary screen, S. cerevisiae, multiplex flow cytometry, MLPCN library. 3 h; median GFP as percent of DMSO wells. 320,000 tested, 0.34% active. AID 2023, 2009. GFP response vs DMSO, % at 10 µM;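 active means GFP response vs DMSO above a set limit, about the screen mean plus 3 SD, cut at about 150% in these data; inconclusive means under 70 cell events counted for the yeast strain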
# RPL19A TOR yeast: RPL19A-GFP expression modulators in yeast, primary screen, cell-based, S. cerevisiae, multiplex flow cytometry, MLPCN. AID 2025, 2009. percent response vs DMSO, % at 10 µM. 330,000 tested, 0.3% active. S. cerevisiae RPL19A-GFP strain, 3 h; stronger effect = lower value;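 active means percent response vs DMSO below 50%; inconclusive means fewer than 70 events counted for the yeast strain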;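 further: median channel GFP fluorescence of the barcoded RPL19A-GFP strain; ratio of sample median GFP to plate DMSO average so 100% = DMSO; lower means less RPL19A-GFP as with rapamycin TOR inhibition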
# GRK2 aptamer HTS: compounds blocking aptamer binding on GRK2 – biochemical, human GRK2, bead flow cytometry, HTS, primary screen; 330,000 tested, 0.59% active; inhibition of aptamer binding, % at 10 µM; FAM-aptamer displacement from GRK2; AID 488847, 2010;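 active means inhibition of aptamer binding above 40%, roughly 3 SD of noise, on plates passing a quality check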;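 further: median bead fluorescence of bound FAM aptamer so fluorescent compounds give negative values; no value below 0 was filed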
# CIT2 TOR yeast: modulators of CIT2-GFP expression in yeast, primary screen, S. cerevisiae, GFP fusion, multiplex flow cytometry, MLPCN library | AID 2029, 2009 | 320,000 tested, 0.065% active | S. cerevisiae CIT2-GFP strain, 3 h; 100 means same as DMSO wells | GFP response vs DMSO, % at 10 µM;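 active means GFP response relative to DMSO above a set limit, near the screen mean plus 3 SD, cut at about 150% in these data; inconclusive means Fewer than 70 cells measured for a yeast strain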;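 further: ratio of well median GFP fluorescence to mean of DMSO wells on the plate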
# AGP1-GFP MLPCN: modulators of AGP1-GFP expression in yeast TOR pathway, primary screen, cell-based, multiplex flow cytometry, S. cerevisiae, MLPCN library. 3 h; GFP as percent of DMSO wells. GFP response vs DMSO, % at 10 µM. 320,000 tested, 0.02% active;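 active means GFP response relative to DMSO above a set limit, near screen average plus 3 SD, cut at about 150% in these data; inconclusive means fewer than 70 cells counted for the yeast strain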;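 further: median GFP channel fluorescence of the gated AGP1 strain per well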
# MEP2 TOR yeast: modulators of MEP2-GFP levels in yeast, primary screen, S. cerevisiae, multiplex flow cytometry, MLPCN library | GFP response vs DMSO, % at 10 µM | 330,000 tested, 0.51% active | S. cerevisiae MEP2-GFP strain, 3 h; 100% = DMSO control level | AID 2016, 2009;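 active means GFP response versus DMSO above a set limit, roughly screen mean plus 3 SD, cut at about 180% in these data; inconclusive means fewer than 70 cells counted for a yeast strain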;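 further: median GFP fluorescence of the barcode-gated MEP2-GFP cells per well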
# VLA-4 inh: inhibition in human VLA-4 binding assay, primary screen, VLA-4 allosteric modulator project, MLPCN library, flow cytometry, VLA-4 expressing cells; Integrin alpha-4 (Homo sapiens), P13612; ligand binding flow cytometry; inhibition, % (about 7 µM as worked out from the volumes in the protocol); 330,000 tested, 0.2% active; AID 2557, 2010; in the data active means inhibition above about 50%
# Target sequence (P13612 whole entry, looked up): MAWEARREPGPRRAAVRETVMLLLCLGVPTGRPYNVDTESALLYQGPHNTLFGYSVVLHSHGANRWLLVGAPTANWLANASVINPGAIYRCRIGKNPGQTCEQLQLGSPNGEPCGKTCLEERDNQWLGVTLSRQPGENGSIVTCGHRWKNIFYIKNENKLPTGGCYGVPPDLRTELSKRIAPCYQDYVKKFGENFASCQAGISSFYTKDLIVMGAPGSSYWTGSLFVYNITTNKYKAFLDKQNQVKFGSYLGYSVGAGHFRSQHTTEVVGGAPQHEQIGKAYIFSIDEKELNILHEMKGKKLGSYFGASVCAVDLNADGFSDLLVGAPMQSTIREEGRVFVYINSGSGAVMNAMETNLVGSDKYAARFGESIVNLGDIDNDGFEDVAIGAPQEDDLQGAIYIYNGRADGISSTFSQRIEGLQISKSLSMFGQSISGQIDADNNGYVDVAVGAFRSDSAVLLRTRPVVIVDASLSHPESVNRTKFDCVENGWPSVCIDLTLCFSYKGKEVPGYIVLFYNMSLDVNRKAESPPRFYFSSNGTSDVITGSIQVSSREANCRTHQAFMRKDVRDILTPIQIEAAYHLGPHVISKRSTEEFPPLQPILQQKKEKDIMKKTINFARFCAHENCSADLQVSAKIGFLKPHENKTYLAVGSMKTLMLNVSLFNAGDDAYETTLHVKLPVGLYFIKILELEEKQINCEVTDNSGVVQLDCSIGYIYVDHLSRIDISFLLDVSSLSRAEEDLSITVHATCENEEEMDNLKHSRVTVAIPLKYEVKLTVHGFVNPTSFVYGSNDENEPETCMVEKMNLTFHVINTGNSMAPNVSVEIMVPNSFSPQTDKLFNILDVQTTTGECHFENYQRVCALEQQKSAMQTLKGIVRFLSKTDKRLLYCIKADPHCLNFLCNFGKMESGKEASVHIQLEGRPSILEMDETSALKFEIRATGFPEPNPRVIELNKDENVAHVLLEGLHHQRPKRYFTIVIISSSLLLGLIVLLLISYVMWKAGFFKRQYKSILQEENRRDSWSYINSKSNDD
# Numbers without * were called inactive; i = inactive; ? = inconclusive; . = no result given.
SMILES,JMJD2C inh,LAP4 TOR yeast,RPL19A TOR yeast,GRK2 aptamer HTS,CIT2 TOR yeast,AGP1-GFP MLPCN,MEP2 TOR yeast,VLA-4 inh
CC(C)(C)c1ccc(NC(=O)Nc2ccc3ccccc3n2)cc1,10,105,95,0,99,99,102,9
C=CCc1ccc(OCCn2nnc3ccccc32)c(OC)c1,8,108,97,2,91,99,100,-2
O=C1OCCC1Sc1nnnn1-c1ccccc1 (stereo unspecified),81,101,101,2,101,100,107,-14
COc1cc(CNCc2ccc(OC)cc2OC)cc(OC)c1,9,97,106,0,99,101,105,5
Cc1onc(-c2c(F)cccc2Cl)c1C(=O)NCCCN1CCOCC1,2,101,102,0,94,105,106,12
c1nc(N2CCOCC2)c2[nH]cnc2n1,-8,95,99,0,106,96,97,0
Cc1ccc(NC(=O)Cn2ncn3c(cc4ccccc43)c2=O)cc1F,-1,91,104,0,98,99,97,26
Cc1c(C(=O)N2CCN(C/C=C/c3ccccc3)CC2)oc2c(F)cccc12,11,88,92,0,90,91,98,3
CC(=O)Nc1ccc(-c2csc(Nc3ccccn3)n2)cc1,2,105,94,0,94,98,98,2
COc1ccc(Cl)cc1NC(=O)CN(C)CC(=O)Nc1ccccc1C(F)(F)F,5,100,107,0,93,94,106,4
COCCn1c(=S)[nH]c2cc(C(=O)N3CCN(c4ccc(F)cc4)CC3)ccc2c1=O,6,103,99,0,95,100,92,3
COc1ccc(C2(C(=O)N3CCOCC3)CCOCC2)cc1OC,11,97,94,0,108,103,110,12
COc1ccc(NC(=O)c2ccc(S(=O)(=O)C(F)F)cc2)c(OC)c1,2,98,100,4,99,100,104,23
COc1ccc(NCC(=O)Nc2ccccc2C#N)cc1Cl,9,107,114,9,119,113,109,2
O=C(c1cccc(F)c1)N1CCCc2ccccc21,-4,94,108,0,102,100,107,18
Nc1ccc(S(=O)(=O)c2ccccc2)nc1,?,91,103,4,100,105,103,44
COc1cccc2cc(-c3ccccc3)c(=O)oc12,5,100,103,0,99,89,99,3
COC(=O)C1CCCCN1C(=O)c1cc(COc2cccc3cnccc23)on1 (stereo unspecified),6,82,97,0,91,93,83,3
Cc1c[n+]([O-])cc(C)c1Oc1ccccc1,1,107,104,2,96,97,100,-6
CC(C)NC(=S)N1CCCN(c2ncccc2[N+](=O)[O-])CC1,3,100,102,2,99,97,111,-22
COc1ccc2c(c1)-c1nc(NC(=O)c3cccs3)sc1CC2,-4,131,95,1,103,.,98,4
CS(=O)(=O)NCCC1=CCCCC1,10,90,97,0,104,100,97,6
Cc1c(N=Cc2ccco2)c(=O)n(-c2ccccc2)n1C,-1,99,101,4,101,107,103,9
CC(/C=N/NC(=O)Cn1cnc2ccccc21)=C\c1ccccc1,1,86,106,1,98,92,104,-4
Cc1ccccc1NS(=O)(=O)c1ccc(C(=O)N2CCCCCCC2)cc1,-8,87,87,1,98,89,91,-12
SMILES,JMJD2C inh,LAP4 TOR yeast,RPL19A TOR yeast,GRK2 aptamer HTS,CIT2 TOR yeast,AGP1-GFP MLPCN,MEP2 TOR yeast,VLA-4 inh
CC(NC(=O)COc1ccc(/C=N/NS(=O)(=O)c2ccccc2)cc1)c1ccccc1 (stereo unspecified),-7,102,103,2,99,104,104,17
COc1ccc(-c2nnn(CC(=O)Nc3sc4c(c3C#N)CCCC4)n2)cc1,-6,96,96,0,103,101,102,5
O=C(OCC(=O)N1CCN(C(=O)COC(=O)c2ccc(O)cc2O)CC1)c1ccc(O)cc1O,-6,103,100,0,104,103,92,7
Cc1c(C=O)c2cc(OCc3ccccc3)ccc2n1C,11,92,102,1,82,91,97,2
COc1ccccc1N1C(=O)CC1(C#N)c1ccc(OCc2ccccc2)cc1 (stereo unspecified),-2,89,108,0,113,105,123,-9
COc1ccc(C(c2oc(CO)cc(=O)c2O)c2oc(CO)cc(=O)c2O)cc1OC,-15,96,96,3,97,93,96,6
Cc1cc(C)c[n+](CC(=O)c2ccc(C)c([N+](=O)[O-])c2)c1,3,94,108,0,101,104,111,-1
COc1cccc(CN(C)CC(=O)Nc2sc3c(c2C#N)CCC3)c1OC,-18,117,110,0,103,111,104,1
CC(=NNC(=O)COc1cccc(C)c1)c1cccnc1,-1,95,98,0,96,98,94,8
O=C(c1ccc(NS(=O)(=O)c2ccccc2)cc1)N1CCOCC1,-13,95,106,0,104,100,109,7
CCOC(=O)c1sc(NC(=O)c2cc(-c3cccc(O)c3)on2)c(C(=O)OCC)c1C,-8,94,102,0,90,108,95,10
COc1ccccc1CNc1nc(C)c(C(C)=O)s1,7,89,105,1,91,103,104,5
COc1cccc(NC(=O)CN2C(=O)C(c3ccc(C)cc3)=NC23CCCCCC3)c1,6,102,103,0,97,99,106,3
CCOc1ccc(S(=O)(=O)N2CCC(C(=O)NCc3ccco3)CC2)cc1C,-2,106,98,3,105,104,98,-14
O=C(CSc1nc(-c2ccc(F)cc2)cs1)Nc1ccccn1,-5,98,99,0,102,101,102,4
CC(C)(C)OC(=O)C[C@@H]1C/C=C\C[C@@H](CC(=O)NCCO)C(=O)NC[C@@H](c2ccccc2)OC1=O,2,99,98,2,93,97,97,13
S=C(NCc1ccncc1)Nc1ccc(Cl)c(Cl)c1,4,86,98,0,97,96,97,15
O=C(CSc1nnc(SCc2cccc3ccccc23)s1)N/N=C/c1c[nH]c2ccccc12,0,98,102,1,90,96,91,-12
CC(C)C1Oc2ccccc2N(CC(=O)NC2CCCCC2)C1=O (stereo unspecified),8,98,101,1,113,105,103,8
CC(C)c1ccccc1NS(=O)(=O)N(C)C,6,100,99,0,93,107,98,-5
O=S(=O)(c1cccc(C(F)(F)F)c1)N1CCCC1c1cccnc1 (stereo unspecified),-4,.,107,1,.,.,98,8
CCc1ccc(-c2nc(CS(=O)CC(=O)O)c(C)o2)cc1 (stereo unspecified),0,95,97,5,98,93,99,7
COc1cc(NC(=O)c2cccs2)ccc1NC(=O)c1ccccc1Cl,0,110,109,0,111,109,109,12
CCC1CCCCN1C(=O)/C=C/c1ccc2c(c1)OCO2 (stereo unspecified),4,79,102,0,100,98,99,14
O=C(c1ccc(NS(=O)(=O)c2cccc(F)c2)cc1)N1CCCC1,14,106,100,0,102,97,101,0
SMILES,JMJD2C inh,LAP4 TOR yeast,RPL19A TOR yeast,GRK2 aptamer HTS,CIT2 TOR yeast,AGP1-GFP MLPCN,MEP2 TOR yeast,VLA-4 inh
CNC(=O)NC(=O)COC(=O)CCCOc1ccc(OC)cc1,2,100,106,0,106,113,99,35
CN(C)S(=O)(=O)c1ccc(C(=O)NCCOc2ccccc2)cc1,3,101,101,0,101,109,104,-9
CCOc1ccc(Nc2nc(N)nc(CSC(=S)N3CCN(c4ccccc4)CC3)n2)cc1,?,104,97,2,97,95,104,10
O=C(CCc1nnc2ccc(N3CCCC3)nn12)Nc1ccc(F)cc1F,-3,102,102,2,102,106,102,4
O=C(CSc1nc2ccccc2c(=O)[nH]1)N1CCCCCC1,6,97,100,4,100,101,99,-10
Cc1cc(C)cc(C(=O)NC(CC(N)=O)c2ccc(NCCN3CCOCC3)c([N+](=O)[O-])c2)c1 (stereo unspecified),-10,108,93,2,65,76,92,-1
O=C(NCc1ccco1)c1ccc(S(=O)(=O)N2CCOCC2)cc1,-35,102,104,0,97,103,105,21
CC(C)n1cnc2c(NCc3ccccc3)cc(N[C@@H](CO)Cc3ccccc3)cc21,4,104,102,8,98,107,100,-78
Cc1cc2c(N=NC(=O)C3CC3c3ccccc3)c(O)[nH]c2cc1Br (stereo unspecified),9,90,98,0,106,100,105,-18
COc1ccc(Cc2n[nH]c(=S)n2Cc2ccccc2)cc1Cl,26,101,101,0,95,98,103,18
CN1CCCN(S(=O)(=O)c2cccc(C(F)(F)F)c2)c2nc3ccccc3nc21,6,91,96,5,88,92,96,-8
COc1ccc(CN(C)CC(=O)NC(C)c2ccccc2)cc1OC (stereo unspecified),5,105,110,1,102,109,107,3
O=C(Cc1ccccc1)NCCc1cccc(Cl)c1,-6,89,95,0,93,98,90,6
CCN(CC(=O)Nc1c(F)cccc1F)C(=O)c1ccc(Sc2nncn2C)c([N+](=O)[O-])c1,i,101,96,0,100,106,105,1
CC(C)CNC(=O)c1cccc(NC(=O)c2ccc(Cl)c([N+](=O)[O-])c2)c1,3,98,99,2,99,97,100,14
Cc1ccc2c(-c3csc(N)n3)c[nH]c2c1,-3,93,104,25,100,100,104,-42
CC1CN(C(=O)NCc2ccccc2)c2cc(Cl)ccc2O1 (stereo unspecified),-5,98,101,1,96,96,106,1

# A run of entries from further up, for reference:
SMILES,JMJD2C inh,LAP4 TOR yeast,RPL19A TOR yeast,GRK2 aptamer HTS,CIT2 TOR yeast,AGP1-GFP MLPCN,MEP2 TOR yeast,VLA-4 inh
CNC(=O)NC(=O)COC(=O)CCCOc1ccc(OC)cc1,2,100,106,0,106,113,99,35
CN(C)S(=O)(=O)c1ccc(C(=O)NCCOc2ccccc2)cc1,3,101,101,0,101,109,104,-9
CCOc1ccc(Nc2nc(N)nc(CSC(=S)N3CCN(c4ccccc4)CC3)n2)cc1,?,104,97,2,97,95,104,10
O=C(CCc1nnc2ccc(N3CCCC3)nn12)Nc1ccc(F)cc1F,-3,102,102,2,102,106,102,4
O=C(CSc1nc2ccccc2c(=O)[nH]1)N1CCCCCC1,6,97,100,4,100,101,99,-10
Cc1cc(C)cc(C(=O)NC(CC(N)=O)c2ccc(NCCN3CCOCC3)c([N+](=O)[O-])c2)c1 (stereo unspecified),-10,108,93,2,65,76,92,-1
O=C(NCc1ccco1)c1ccc(S(=O)(=O)N2CCOCC2)cc1,-35,102,104,0,97,103,105,21
CC(C)n1cnc2c(NCc3ccccc3)cc(N[C@@H](CO)Cc3ccccc3)cc21,4,104,102,8,98,107,100,-78
Cc1cc2c(N=NC(=O)C3CC3c3ccccc3)c(O)[nH]c2cc1Br (stereo unspecified),9,90,98,0,106,100,105,-18
COc1ccc(Cc2n[nH]c(=S)n2Cc2ccccc2)cc1Cl,26,101,101,0,95,98,103,18
CN1CCCN(S(=O)(=O)c2cccc(C(F)(F)F)c2)c2nc3ccccc3nc21,6,91,96,5,88,92,96,-8
COc1ccc(CN(C)CC(=O)NC(C)c2ccccc2)cc1OC (stereo unspecified),5,105,110,1,102,109,107,3
O=C(Cc1ccccc1)NCCc1cccc(Cl)c1,-6,89,95,0,93,98,90,6
CCN(CC(=O)Nc1c(F)cccc1F)C(=O)c1ccc(Sc2nncn2C)c([N+](=O)[O-])c1,i,101,96,0,100,106,105,1
